HER2 expr 66K: Her2 kinase expression inhibition | P04626 | SKBR-3 HER2 protein level, AlphaScreen, 18-24 h; hits give low values | HER2 level % of control, % at 10 µM | hit rate 0.69% among 65,000 | AID 645;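 active = HER2 level under 5% of the carrier-only control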;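 note: 100% = DMSO carrier and 0% = 500 nM PU-H71 HSP90 inhibitor; lower value means stronger loss of Her2 protein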
D1 allo mod: allosterically modulates the human D1 dopamine receptor; B-score at 10 µM; P21728; hit rate 5.9% among 58,000; HEK293 D1, CRE-luciferase, dopamine EC30 potentiation; actives deviate in either direction; AID 641;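 active = luminescence count or its row- and column-corrected plate score outside the 99.7% band of the plate's sample wells, on either side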
TNAP act DEA: human TNAP activation, intermediate phosphate acceptor. P05186. purified TNAP, CDP-star luminescence, 100 mM DEA, 30 min; hits give high values; scale: 0 levamisole-inhibited, 1 vehicle-only enzyme. activation factor at 20 µM. 64,000 tested, under 10 active;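 active = activation factor of at least 2 at 20 µM, relative to controls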
Hsp90 inh: displaces geldanamycin probe from tumor Hsp90. P07900. NCI-N417 lysate Hsp90, Cy3B-geldanamycin FP displacement. inhibition, % at 30 µM. hit rate 0.35% among 64,000. AID 429;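 active = inhibition above 50%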;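 note: 0% = tracer plus lysate wells and 100% = tracer alone without lysate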
Cdc25B inh: human M-phase inducer phosphatase 2 inhibition; hit rate 0.1% among 65,000; inhibition, %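 (compounds tested at 10 µM final in the well)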; recombinant Cdc25B, OMFP fluorescence Ex485/Em525; P30305; in the data active = inhibition above about 50%
RORa activator: RORA (human) activation; AID 560; CHO-K1 Gal4-RORA LBD luciferase reporter, luminescence; percent increase over mock-subtracted basal signal; activation, % at 10 µM; hit rate 1.5% among 65,000; P35398;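 active = activation above the mean of all tested compounds plus 3 SD, cut at about 49% in these data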;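 note: 0% = DMSO-treated RORA cells and 100% = added signal equal to DMSO minus mock-transfected cells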
FXIIa mix inh: factor XIIa (human) inhibition, mixture screen. hit rate 0.2% among 62,000. purified FXIIa, fluorogenic substrate, pooled mixtures. inhibition, % at 5 µM; in the data active = inhibition above about 20%, passing the limit was not always enough;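 note: 0% = enzyme without compound and 100% = no enzyme blank; some results filed as inactive read as strong as hits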
Target sequence (P00748 20-372 limits assumed): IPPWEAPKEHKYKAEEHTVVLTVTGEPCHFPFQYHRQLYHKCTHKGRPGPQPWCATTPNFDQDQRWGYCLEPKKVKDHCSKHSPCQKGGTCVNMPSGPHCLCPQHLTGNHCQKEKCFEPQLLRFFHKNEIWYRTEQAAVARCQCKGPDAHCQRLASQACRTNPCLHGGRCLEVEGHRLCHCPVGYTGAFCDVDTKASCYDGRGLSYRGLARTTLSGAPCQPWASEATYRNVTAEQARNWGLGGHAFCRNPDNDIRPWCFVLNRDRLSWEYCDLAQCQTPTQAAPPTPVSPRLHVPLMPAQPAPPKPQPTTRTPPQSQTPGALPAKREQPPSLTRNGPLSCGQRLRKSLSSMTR
Target sequence (P00748 373-615 limits assumed): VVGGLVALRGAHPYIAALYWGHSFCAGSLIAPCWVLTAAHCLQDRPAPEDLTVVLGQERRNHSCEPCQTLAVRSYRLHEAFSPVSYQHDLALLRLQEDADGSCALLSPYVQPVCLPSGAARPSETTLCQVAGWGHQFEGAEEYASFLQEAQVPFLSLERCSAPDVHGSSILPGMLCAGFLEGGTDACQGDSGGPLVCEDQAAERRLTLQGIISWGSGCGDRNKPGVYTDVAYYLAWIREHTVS
MKP-1 inh: human dual specificity phosphatase 1 inhibition. P28562. recombinant MKP-1, OMFP hydrolysis fluorescence. inhibition, %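 (compounds tested at a single concentration somewhere between 10 and 100 µM)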. AID 374. hit rate 0.15% among 65,000;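 active = inhibition above about 50%, limit read from the data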;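 note: 0% = DMSO max control wells and 100% = wells with enzyme stopped by NaOH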
SF-1 act: activators of human nuclear receptor SF-1; Q13285; CHO-K1 Gal4-SF-1 LBD luciferase reporter; % increase over DMSO SF-1-specific signal; activation, % at 10 µM; hit rate 1.9% among 65,000; AID 522;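 active = activation above the mean activation of all tested compounds plus 3 SD, cut at about 50% in these data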
Target sequence (Q13285 whole entry, looked up, the tested form may be a part): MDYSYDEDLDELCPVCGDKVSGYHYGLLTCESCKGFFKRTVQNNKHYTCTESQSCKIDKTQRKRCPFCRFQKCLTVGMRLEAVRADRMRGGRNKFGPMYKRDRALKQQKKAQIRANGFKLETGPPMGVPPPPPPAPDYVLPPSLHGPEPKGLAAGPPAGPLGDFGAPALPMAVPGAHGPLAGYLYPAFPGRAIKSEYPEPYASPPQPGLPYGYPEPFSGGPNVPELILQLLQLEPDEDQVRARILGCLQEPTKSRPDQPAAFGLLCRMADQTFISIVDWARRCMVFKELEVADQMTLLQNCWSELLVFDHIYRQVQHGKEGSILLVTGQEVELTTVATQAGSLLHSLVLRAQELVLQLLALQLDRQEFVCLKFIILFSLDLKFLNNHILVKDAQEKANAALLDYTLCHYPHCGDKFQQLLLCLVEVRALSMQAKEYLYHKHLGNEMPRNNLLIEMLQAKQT
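Material: CHO-K1 cells with Gal4–hSF-1 LBD chimera plus Gal4-driven luciferase / Input: 4,000 CHO-K1 cells per well / Incubation: compound exposure 20 h at 37 °C / Signal: luminescence read 15 min after SteadyLite luciferase reagent, after room-temperature equilibration / Read-out: percent activation versus DMSO / Benchmarks: DMSO negative control and −SF1 background wells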
* hit, by the source's call; · = not tested or not shown; & = joins results of further samples. Compounds were not picked by outcome (roughly 8.9% active in at least one column).

SMILES	HER2 expr 66K	D1 allo mod	TNAP act DEA	Hsp90 inh	Cdc25B inh	RORa activator	FXIIa mix inh	MKP-1 inh	SF-1 act
O=C(O)CSc1nnc(Cn2nnc3ccccc32)n1CCc1ccccc1	103	·	0.9	2	-9	-22	6	20	-1
Cc1cccc(NC(=O)COc2ccc(Br)cc2)n1	97	-0.37	0.9	-1	-2	-13	-9	8	16
CCOc1ccccc1C(=O)Nn1c(C2CCC2)nc2ccccc2c1=O	69	·	0.8	-2	13	-28	-16	2	-5
Cc1ccccc1C(=O)Nc1ccccc1	90	·	1	0	0	14	5	8	33
COc1ccc(Cl)c(NCCC(=O)O)c1	95	0.56	0.9	3	-6	0	-15	0	4
CS(=O)(=O)Nc1ccc(S(=O)(=O)Nc2nccs2)cc1	125	-1.4	0.9	-3	-6	-1	-19	-3	-1
O=C(NC(Cc1ccccc1)c1nc2ccccc2[nH]1)C1CC(=O)N(c2ccc3c(c2)OCCO3)C1 (configuration not stated)	99	·	1.1	-14	-6	-9	1	15	-6
O=C1c2cccnc2C(O)N1C1CCCCC1 (configuration not stated)	92	0.44	1	-5	-11	-3	-15	10	7
O=C(c1ccccc1)c1ccc2nc[nH]c2c1	92	0.027	0.9	1	3	14	0	0	24
COc1ccc(OC)c(N(CC(=O)Nc2ccc3c(c2)OCCO3)S(C)(=O)=O)c1	84	0.62	0.9	-5	-5	9	-15	1	1
Cc1cc(C)c(C)c(OCCOCCN2CCOCC2)c1	104	-0.44	1	2	-12	2	2	-2	10
Cc1ccc2c(c1)C(C)(C)[C@]1(C)NC(=O)CCN21	109	-0.82	0.9	-17	-7	3	-1	-19	4
CC12CCC(C(=O)Nc3ccc4c(c3)OCCO4)(OC1=O)C2(C)C (configuration not stated)	·	0.1	0.9	·	-4	·	-7	12	·
C/C(NC(=O)c1ccccc1)=C1/C(=O)CC2C1C2(C)C (configuration not stated)	122	0.037	0.9	-1	-7	68*	3	1	30
O=C1c2ccccc2NC(c2ccc(F)cc2)N1Cc1ccco1 (configuration not stated)	89	0.044	0.9	-8	-2	13	6	25	5
COCCN(C(=O)Cn1nnc2ccccc21)C(C(=O)NC1CCCC1)c1cccc(OC)c1OC (configuration not stated)	79	-1.1	0.9	0	-4	-16	2	9	3
CN1C=CC=C/C1=C(\C#N)c1nc2ccccc2[nH]1	124	2	0.8	2	-4	-6	14	15	1
COc1ccc(-n2nc(C(=O)Nc3ccc4c(c3)OCO4)c3c4ccccc4n(C)c3c2=O)cc1	62	1.3	0.9	1	7	-14	-8	24	-8
COC(=O)CS(=O)(=O)c1cc(Br)cc2c1N(C(C)=O)CC2	107	0.12	0.9	1	-5	11	2	0	-5
COc1ccc(-n2cnc3c(cnn3CCC#N)c2=N)cc1	94	·	1	0	-6	15	-15	14	1
Cc1c(NC(=O)Nc2ccc(Cl)c(Cl)c2)c(=O)n(-c2ccccc2)n1C	106	-0.7	1	-2	-5	-20	11	10	0
Cc1c(C(=O)O)c(-c2ccccc2)nn1-c1ccccc1	79	0.17	0.9	-4	-4	11	3	-2	8
CCCC(=O)Nc1ccccc1-c1nnn(CC(=O)Nc2ccc(OC)cc2)n1	61	-0.0097	0.8	3	-13	36	17	15	-13
Cc1cccn2cc(CCNS(=O)(=O)c3ccc4c(c3)OCCO4)nc12	78	0.014	0.9	-2	-3	1	11	12	9
CCOC(=O)c1[nH]c(C)c(C(=O)OCC(=O)N2CCCCC2C)c1C (configuration not stated)	102	-0.088	0.9	0	-11	-3	4	5	4
O=C(COC(=O)c1ccco1)Nc1ccc2c(c1)OCCO2	88	-2.7	0.9	-2	-9	10	0	11	-15
N=c1c[n+](N2CCOCC2)[n-]o1	95	0.8	0.9	0&2	-8	0	2	-26	-5
O=C(Nc1ccc(N2CCN(C(=O)c3ccc(Cl)cc3)CC2)cc1)c1ccc(Br)o1	103	0.084	0.9	-3	-2	-1	-28	20	11
Cc1cc(NC(=O)CSc2nnc(-c3ccncc3)n2N)ccc1Br	78	0.0089	0.8	-1	-11	-22	-12	25	-4
COc1cccc(NC(=O)CSc2nncn2N)c1	102	-0.97	1	2	2	-15	·	-13	10

Quoted at random: 3 entries already listed.
SMILES	HER2 expr 66K	D1 allo mod	TNAP act DEA	Hsp90 inh	Cdc25B inh	RORa activator	FXIIa mix inh	MKP-1 inh	SF-1 act
CN1C=CC=C/C1=C(\C#N)c1nc2ccccc2[nH]1	124	2	0.8	2	-4	-6	14	15	1
Cc1cccc(NC(=O)COc2ccc(Br)cc2)n1	97	-0.37	0.9	-1	-2	-13	-9	8	16
CCCC(=O)Nc1ccccc1-c1nnn(CC(=O)Nc2ccc(OC)cc2)n1	61	-0.0097	0.8	3	-13	36	17	15	-13

Following part.
SMILES	HER2 expr 66K	D1 allo mod	TNAP act DEA	Hsp90 inh	Cdc25B inh	RORa activator	FXIIa mix inh	MKP-1 inh	SF-1 act
CN1CCN(C(=O)c2cc3nc(-c4ccc(Cl)cc4)cc(C(F)(F)F)n3n2)CC1	123	-3.7*	0.9	5	-17	-20	8	-1	-2
Cc1cc2nnc(SCC(=O)N3C(C)CCCC3C)n2c(N)n1 (configuration not stated)	78	-0.22	1	0	-12	-10	5	18	-6
COc1cccc(C(=O)Nc2nnc(-c3ccc(F)cc3)o2)c1	95	-1.1	0.9	0	2	25	5	7	11
O=C(COc1ccc(Cl)cc1)OCC(=O)N1CCCC1	·	-0.17	1	·	-16	24	2	-4	6
COc1ccc(NC(=O)CSc2nc3c(c(=O)n2-c2ccc(F)cc2)SCC3)cc1	49	1.8	0.8	-2	5	-9	-1	17	-2
Cc1cnc(-c2nnc(N(C)C(=O)c3cccnc3)s2)cn1	108	-0.53	0.9	4	-6	33	-15	-5	13
c1ccc(-n2c(Sc3cnccn3)nnc2-c2cccs2)cc1	96	1.4	0.9	-2	5	-17	-8	-2	0
CCOC(=O)CSc1nnc(CSc2nc3ccccc3s2)n1C	100	-0.36	1	0	1	-21	6	-5	4
CC1=C(C(=O)N(C)C)C(c2cccc(Cl)c2)NC(=O)N1 (configuration not stated)	·	0.00065	0.9	·	-10	-2	-2	7	5
CCOC(=O)c1c(N)n[nH]c1-c1ccc(OC)cc1	70	9*	0.8	-2	-2	-2	-12	1	1
COc1ccc(C2C(C(=O)NCCN(C)C)c3cc(OC)c(OC)cc3C(=O)N2C)cc1OC (configuration not stated)	87	2	0.9	·	-18	-6	-1	-2	4
COC(=O)C1=CN(C)C=C(C(=O)OC)C1c1ccc(Cl)cc1Cl	122	0.63	1.1	0	-17	-20	-3	7	-14
O=C1CSc2ccc(C(=O)N3CCN(c4ccccn4)CC3)cc2N1	91	0.36	1	-1	-1	-15	1	5	-8
COc1cccc(N2C(=O)C3CCCN3C2c2ccc(Cl)cc2)c1 (configuration not stated)	96	0.0097	1	-1	-10	11	-3	6	3
CCC(=O)c1ccc(OCC(=O)Nc2nn3cnnc3s2)cc1	·	-0.048	0.9	·	-8	-6	3	8	-8
CCOC(=O)N1CCC(NS(=O)(=O)c2cc3c(cc2Cl)NC(=O)CO3)CC1	48	-0.018	1	-5	-10	-21	10	9	0
COC(=O)c1ccc(NC(=O)CN2C(=O)CCC2=O)cc1	80	-0.038	1	-2	1	-6	25	23	14
CCCCN(CCCC)S(=O)(=O)c1ccc(C(=O)Nc2nnc(CSC)o2)cc1	61	0.035	0.9	-1	7	-61	23	-15	-55
Cc1ccc(-n2ncc3c(=O)[nH]c(SC(C)C)nc32)cc1	87	17*	0.9	5	-1	17	-14	3	-16
Cc1cccc2nc(C(F)(F)F)nc(=O)n12	117	-0.4	1	2	18	-8	9	8	-1
CCOC(=O)NC(C(F)(F)F)(C(F)(F)F)P(=O)(c1ccccc1)c1ccccc1	74	-0.0014	1	1	-3	-8	-1	0	-3
COc1ccc2nc(NC(=O)CSc3nc4cccnc4n3C)sc2c1	36	·	1	-2	-1	-2	-2	12	-15
COc1ccc(C(=O)Oc2c(CN3CCOCC3)cc(Cl)c3cccnc23)cc1	75	0.14	1	0	-27	0	4	6	-15
Cc1ccc(O)c(-c2cc(C(F)(F)C(F)F)[nH]n2)c1	90	0.68	1.1	·	-15	4	4	25	-2
COc1ccc(S(=O)(=O)N(C)CC(=O)Nc2ccc3c(c2)OCCO3)cc1OC	67	3.9*	1	1	-6	-2	-17	5	-2
N#CC1(c2c(O)nc3n(c2=O)CCCS3)CCCCC1	109	0.089	1	-4	-14	7	8	8	35
CCc1[nH]nc2c1C1(CCN(C(=O)OCc3ccccc3)CC1)C(C#N)=C(N)O2	124	-0.13	0.9	-3	-16	-2	8	2	15
CC(C)(C)C(=O)Cn1c(=O)n(CC2CCCO2)c(=O)c2ccccc21 (configuration not stated)	81	0.4	0.9	-1	10	-17	4	12	6
CC(C)(C)NC(=O)C(c1ccccc1)N(C(=O)c1csnn1)C1CC1 (configuration not stated)	95	-2.1	0.9	2	-1	-12	12	-4	-11
CN(C)Cc1c(O)ccc2[nH]cnc12	105	-0.65	0.9	4	3	-18	10	-5	-2
CCN(CC)S(=O)(=O)c1ccc2c(c1)nc(CCC(=O)OCc1c(C)noc1C)n2C	95	0.059	0.9	-2	3	11	-13	3	18
N#Cc1nc(COc2ccc(Br)cc2)oc1N1CCCCCC1	80	0.34	1	-4	-6	9	0	7	13
Cc1c(C#N)c2ccccc2n1CC(=O)NCCc1c[nH]c2ccccc12	55	-0.67	0.9	-3	-7	-11	4	-6	1
CC(C)(C)NC(=O)CSc1nnc(NC(=O)CCn2cnc3ccccc3c2=O)s1	71	0.23	0.9	1	-12	-9	-15	-5	-9
CCOC(=O)N1CCN(C(=O)CN(c2ccc(C)c(C)c2)S(=O)(=O)c2ccccc2)CC1	224	-0.019	1	·	-24	-8	4	13	-4
CCC(C)NC(=O)c1ccccc1NS(=O)(=O)c1ccc(OC)c(OC)c1 (configuration not stated)	104	-0.015	1	0	-2	2	-6	-3	1
CC1(C)Cc2c(c(N3CCOCC3)nc3sc(C#N)c(N)c23)CS1	108	1.7	0.9	-4	-31	-28	0	-18	-8
COc1ccc2c(c1OC)C(=O)N1c3ccccc3C(=O)N(c3ccccc3)C21 (configuration not stated)	64	·	0.9	3	-3	-26	0	-33	0
CCOC(=O)CCc1c(C)c2ccc(OCC(=O)N(CC)CC)c(C)c2oc1=O	110	-0.0045	1	0	-8	-11	-12	4	1
CCOc1ccccc1NC(=O)CC1Nc2ccccc2NC1=O (configuration not stated)	84	0.74	·	-2	0	8	·	21	4

Of the compounds above, 2 have a thiophene ring, fused or not.
SMILES	HER2 expr 66K	D1 allo mod	TNAP act DEA	Hsp90 inh	Cdc25B inh	RORa activator	FXIIa mix inh	MKP-1 inh	SF-1 act
c1ccc(-n2c(Sc3cnccn3)nnc2-c2cccs2)cc1	96	1.4	0.9	-2	5	-17	-8	-2	0
CC1(C)Cc2c(c(N3CCOCC3)nc3sc(C#N)c(N)c23)CS1	108	1.7	0.9	-4	-31	-28	0	-18	-8

Later entries
SMILES	HER2 expr 66K	D1 allo mod	TNAP act DEA	Hsp90 inh	Cdc25B inh	RORa activator	FXIIa mix inh	MKP-1 inh	SF-1 act
Cc1ccc(C)c(C(=O)N(Cc2nc(-c3ccc(Cl)cc3)no2)C(C)C)c1	97	0.55	0.9	-2	-5	23	-20	11	4
Cc1ccc(CC2CC(=O)N(Cc3ccco3)C2=O)cc1 (configuration not stated)	112	-0.23	0.9	-5	5	-2	7	33	-21
Cc1nn(C)c(C)c1CN(C)C(=O)c1cc2n(n1)C(C(F)(F)F)CC(c1cccs1)N2 (configuration not stated)	84	-0.41	0.9	0	-17	-7	-1	3	-11
Cc1cc(NS(=O)(=O)c2ccc(NC(=O)COc3ccccc3Cl)cc2)no1	93	1.1	0.9	-1	-1	-8	5	3	1
Cn1c(=O)c2c(nc(NCCCO)n2CCc2ccccc2)n(C)c1=O	105	-0.021	0.9	-1	2	2	4	11	4
